# All columns: NCI-60 one-dose screen, growth in % after 48 h at 10 µM unless noted; 100 = growth as untreated, 0 = no growth, -100 = all killed.
# SF-539: SF-539 CNS cancer. actives 6.8% (n = 81,000)
# SNB-19: SNB-19 CNS cancer cells. actives 2.5% (n = 81,000). AID 1794751
# KM12: KM12 colon cancer cells; actives 5% (n = 82,000); AID 1794800
# SW-620: SW-620 colon cancer. AID 1794795. actives 5.2% (n = 82,000)
# SNB-75: SNB-75 CNS cancer; actives 5% (n = 79,000); AID 1794750
# HT29: HT29 colon cancer | AID 1794748 | actives 7.4% (n = 81,000)
# SF-268: SF-268 CNS cancer cells; actives 3.1% (n = 82,000); AID 1794759
# SF-295: SF-295 CNS cancer cells; actives 5.6% (n = 79,000); AID 1794758
# HCC-2998: HCC-2998 colon cancer | actives 4.7% (n = 79,000) | AID 1794799
# * = called active by the depositor; · = not tested or not shown; & = joins results of further samples. The calls were made as follows: active = growth percent below 10; inactive = the rest.
# Values in the order – SNB-19	SW-620	SNB-75	HT29	HCC-2998	KM12	SF-539	SF-268	SF-295
> CC(C)=CCC[C@](C)(O)[C@H]1CC[C@]2(C)[C@@H]1CC[C@@H]1[C@@]3(C)C/C(=C/c4ccccn4)C(=O)C(C)(C)[C@@H]3CC[C@]12C
→ 95	63	90	40	83	72	96	84	95
> CCSC(=O)c1ccc([N+](=O)[O-])o1
→ 108	104	82	82	99	100	93	102	99
> COc1ccc(C(=O)c2cc(OC)c(OC)c(OC)c2OC)cc1O
→ 41	21	·	56	59	21	24	39	33
> O=C(C[C@]1(O)C(=O)Nc2ccc(Br)cc21)c1ccc[nH]1
→ 101	99	89	107	114	105	106	113	·
> Cc1cc([N+](=O)[O-])ccc1NC(=O)OC(C)C
→ 109	101	101	117	107	121	101	112	97
> COc1cccc2c1CN(C(=O)c1ccc(O)c(C(=O)N3Cc4ccc(OCCC[P+](c5ccccc5)(c5ccccc5)c5ccccc5)cc4C3)c1)C2
→ 28	71	81	100	48	44	64	81	76
> COc1ccc(/C(C#N)=C/c2ccc(NC(C)=O)cc2)cc1
→ 102	107	89	100	102	97	·	91	103
> CNC(=O)c1cc(Oc2ccc3c(c2)sc2nc(-c4ccc(Br)cc4)cn23)ccn1
→ 70	72	69	40	66	57	79	79	54
> COc1cc(C2OC3=C(CCCC3)C3(C#N)C(=O)NC(=N)C23C#N)ccc1O (configuration not stated)
→ 103	111	88	101	93	97	89	98	102
> O=C(Nc1ccc2c(c1)OCO2)C(=O)c1c[nH]c2ccc(F)cc12
→ 101	23	111	86	79	31	87	80	72
> O=C1CCCC2CCCCN12 (configuration not stated)
→ 102	108	·	114	112	109	101	125	116
> CSc1ccc(C(=NNS(=O)(=O)c2ccc(C)cc2)c2ccc(Cl)cc2)cc1
→ 105	102	85	100	103	97	102	95	97
> COc1ccc2c(c1)OC1=C(C(=O)OC1)C2c1cc(OC)c2c(c1)OCCO2 (configuration not stated)
→ 39	25	30	5.5*	23	2.3*	3.9*	30	7.0*
> O=S(=O)(Nc1ccc(I)cc1F)c1ccc(-c2cnc(C3CC3)o2)cc1
→ 63	27	15	16	77	53	44	63	29
> CC(C)(C)c1nn(-c2ccccc2)c2c1C(=O)CSC(c1ccc(Cl)cc1)N2 (configuration not stated)
→ 102	103	91	98	109	91	106	92	93
> N=c1sc(Cc2cc(Cl)ccc2Cl)cn1CC(=O)c1ccccc1
→ 64	21	5.2*	16	32	16	64	59	57
> Cn1cc2c(c1-c1ccccc1)CCc1cnc(=O)[nH]c1-2
→ 115	111	120	122	124	107	130	101	116
> Cc1nnc(/N=C2\NC(=O)/C(=C/c3ccc(N(C)C)cc3)S2)s1
→ 80	67	68	106	86	46	84	73	48
> CCCCCOC(=O)N1CCCCC1C (configuration not stated)
→ 100	105	95	105	107	109	134	104	113
> CCOC(=O)c1cc2c(n1C)-c1nc(OC)c(S(=O)(=O)c3ccccc3)cc1CCC2
→ 97	92	84	94	98	90	95	91	94
> CSC(=O)N1CCN(C)CC1
→ 111	103	94	85	106	110	96	111	·
> Cn1cnc2c1c(=O)n(CCC(=O)Nc1ccc(S(=O)(=O)Nc3ncccn3)cc1)c(=O)n2C
→ 104	101	120	96	110	94	103	93	103
> CC1CC(C)S(=O)(=O)C1 (configuration not stated)
→ 108	108	95	100	99	102	104	111	105
> O=C1/C(=C\c2cn(C(=O)c3c(Cl)cccc3Cl)c3ccccc23)c2ccccc2N1C(=O)c1c(Cl)cccc1Cl
→ 97	118	89	108	116	99	95	96	91
> O=C(O)Cc1ccc2ccccc2c1Br
→ 93	100	105	72	104	99	96	101	102
> COc1ccc(/C=c2\c(=O)n(-c3ccccc3)c3nnc(NN)n23)cc1
→ 101	101	109	111	103	106	96	96	·
> O=C(Nc1ccc(Cl)cc1)Nc1ccc(Oc2ccc(NC(=O)Nc3ccc(Cl)cc3)cc2)cc1
→ 111	99	81	104	114	101	93	108	99
> NS(=O)(=O)c1ccc(NC(=O)Nc2nc(-c3ccccc3)cs2)cc1
→ 85	79	·	99	93	95	99	86	85
> Cc1nc(-c2cccs2)ccc1NC(=O)Nc1ccc(F)cc1
→ 109	105	103	89	86	83	107	103	101
> COc1cc(/C=C/C(=O)/C=C/c2cc3ccc(Cl)cc3[nH]c2=O)ccc1O
→ 76	30	74	5.6*	86	81	105	72	80

# Laid out differently: results already given.
molecule,SNB-19,SW-620,SNB-75,HT29,HCC-2998,KM12,SF-539,SF-268,SF-295
O=C1CCCC2CCCCN12 (configuration not stated),102,108,·,114,112,109,101,125,116
CSc1ccc(C(=NNS(=O)(=O)c2ccc(C)cc2)c2ccc(Cl)cc2)cc1,105,102,85,100,103,97,102,95,97

# Taken from above.
# `Cc1nc(-c2cccs2)ccc1NC(=O)Nc1ccc(F)cc1` in HT29 is listed with 89
# `CC1CC(C)S(=O)(=O)C1` (configuration not stated) in SNB-75 is listed with 95

# Remaining list, next part:
# Values in the order – SNB-19	SW-620	SNB-75	HT29	HCC-2998	KM12	SF-539	SF-268	SF-295
> N#Cc1c(-c2ccc(Cl)cc2)cc(-c2ccc(NC(=O)CSc3nc4ccccc4c(=O)n3-c3ccccc3)cc2)nc1N
→ 97	101	77	114	101	95	95	98	101
> COc1ccc(-c2nc(Nc3ccc(-c4nc5ccccc5[nH]4)cc3)nc(N3CCOCC3)n2)cc1
→ 17	3.6*	-19*	-23*	-20*	12	0.3*	34	-63*
> C/C(=N\Nc1ccccc1C(=O)O)C(=O)NCC(=O)O
→ 104	111	105	108	102	114	113	104	·
> OCC(O)C(O)C(O)C(O)/C=N/O (configuration not stated)
→ 98	100	96	103	102	101	106	98	105
> c1ccc2[nH]c(SCc3nc4ccccc4s3)nc2c1
→ 101	103	66	103	114	99	96	87	89
> COc1cc2nc(SCc3cc(OC)c(OC)c(OC)c3)n(-c3ccccc3)c(=O)c2cc1OC
→ 99	106	84	111	106	83	78	93	94
> O=C1C=Cc2cccc3ccc(O)c1c23
→ 76	69	81	54	92	79	75	66	62
> CC1CN(C2CCCCC2)C(=S)NC1=O (configuration not stated)
→ 97	107	113	108	·	107	103	102	111
> CC(C)(C)CC(C)(C)Nc1c(-c2ccc(-c3ccccc3)cc2)nc2cnccn12
→ 94	97	89	31	94	80	91	81	98
> O=c1[nH]cnc2cccc(Cl)c12
→ 97	111	105	89	97	102	99	103	99
> Oc1ccc(Cc2nccc3cc(O)c(O)cc23)cc1O
→ 95	105	60	97	105	129	89	97	108
> CCOc1ccc(/C=C(\C#N)C(=O)Nc2ncc(Cc3ccc(Cl)c(Cl)c3)s2)cc1
→ 102	80	90	87	87	77	89	84	94
> CC(NC(=O)OCc1ccccc1)C(=O)O (configuration not stated)
→ 119	·	94	101	97	108	108	100	97
> O=S1(=O)CCN(CCc2ccccc2)CC1
→ 103	106	87	108	113	100	98	98	106
> COc1cc2oc(-c3ccc(NC(=O)c4ccc5c(c4)OCO5)cc3)cc(=O)c2c(OC)c1OC
→ 92	103	88	102	108	103	93	98	99
> O=C(Nc1ccc(Cl)cc1)C1=NCCCCN1
→ 101	64	96	90	96	71	96	78	93
> COc1ccc(-c2c3c(nn2-c2ccc(N)cc2)CCc2cnoc2-3)cc1OC
→ 90	98	79	94	98	82	95	91	85
> COc1ccc(C(=O)/C=C/c2ccc(C)cc2)cc1S(=O)(=O)Nc1cccnc1
→ 86	69	73	103	108	67	90	91	95
> Cc1ccc(Br)c([N+](=O)[O-])c1
→ 103	108	·	109	113	113	104	110	105
> Cc1cc(C(O)(c2ccc(Nc3ccccc3)cc2)c2ccc(Nc3ccc(S(=O)(=O)O)cc3)cc2)ccc1N (configuration not stated)
→ 20	-33*	17	-78*	-20*	4.4*	-64*	15	5.3*
> C/C=C(/C)N(C(C)=O)N(C(C)=O)c1ccc([N+](=O)[O-])cc1[N+](=O)[O-]
→ 108	106	105	105	109	97	110	97	108
> NS(=O)(=O)c1ccc(Nc2ccnc(SCC(=O)c3ccc(Cl)cc3)n2)cc1
→ 102	107	100	111	104	103	99	107	110
> C=C1C(=O)O[C@H]2[C@H]1CC/C(COC(=O)/C=C\C(=O)NCc1ccc(Cn3c(=O)sn(CCCl)c3=O)cc1)=C\CC[C@@]1(C)O[C@@H]21
→ 111	31	99	87	117	97	96	89	103
> SCCNCc1ccccc1
→ 119	101	108	105	99	104	113	97	104
> NC(=O)Nc1ccc(C(=O)O)cc1
→ 105	104	94	80	107	104	96	100	101
> COc1ccc(-c2cc3c(ncn4nc(-c5cccnc5)nc34)o2)cc1
→ 101	108	96	114	103	105	100	101	110
> CCOc1ccccc1N(CCN(C)C)C(=O)C(c1ccccc1)c1ccccc1
→ 88	97	71	66	96	93	88	73	93
> ClC1=C(Cl)C(Cl)=C(Cl)C1=C/C=C/c1ccccc1
→ ·	-55*	20	7.0*	-93*	-78*	-92*	-49*	-2.4*
> CNC(=O)OC1C(O[C@H]2C[C@H]3[C@@H]4CC=C5C[C@@H](O)CC[C@]5(C)[C@H]4CC[C@]3(C)[C@H]2[C@H](C)C(=O)CCC(C)C)OCC(O)C1OC1OCC(O)C(O)C1OC(=O)c1ccc(OC)cc1 (some centres not stated)
→ 23	-37*	18	15	67	37	-54*	0.3*	-63*
> COc1ccc(C2CC(c3ccc4c(c3)OCO4)=Nc3c(N)ncnc3N2)cc1 (configuration not stated)
→ 89	96	87	106	92	100	110	93	168
> CN(C)CC/C=C1\c2ccccc2Sc2ccc(Cl)cc21
→ 85	81	52	31	27	69	92	69	75
> O=C1c2cc(Br)ccc2-c2ccc(Br)c3cccc1c23
→ 103	114	96	111	125	109	95	107	110
> COc1cc(/C=N/n2cnc3oc(-c4ccccc4)cc3c2=N)cc(CN2CCCC2)c1O
→ 22	-59*	·	-48*	99	11	94	89	91
> Clc1ccc(Sc2cnc(-c3ccccc3)o2)cc1
→ 88	105	93	105	99	102	96	94	97
> CCN(CC)c1ccc2[nH]c3c(C(N)=O)cc(=O)c(=O)c=3oc2c1
→ 18	9.8*	·	5.9*	-5.4*	9.1*	-28*	11	-9.1*
> O=[N+]([O-])c1ccc2cc[nH]c2c1
→ 102	100	94	107	103	106	105	100	103
> O=C(Oc1ccc2ccc(=O)oc2c1)c1ccc(Cl)cc1
→ 93	102	112	115	102	108	101	106	101
> COC1=C(C)C(=O)N2[C@@H]1[C@H](c1ccccc1)OC21C=CC(=O)C=C1
→ 65	-36*	53	-13*	36	53	-69*	1.7*	90
> Cc1cc2c(O)c(-c3cc(Cl)ccc3Cl)c3sc(=O)oc3c2cc1C
→ 78	58	61	103	102	59	90	65	73
> Cc1ccc(C(CN(C)C)C(=O)c2ccccc2)cc1 (configuration not stated)
→ 86	-54*	54	-34*	101	34	58	26	86
> O=[N+]([O-])c1c(Cl)ncnc1Cl
→ 106	95	88	107	121	102	89	·	·
> Cc1[nH]c(C2CC(c3ccc(C(F)(F)F)c(F)c3)=NN2C)c(C)c1C(=O)O (configuration not stated)
→ 100	106	96	101	107	105	99	98	99
> O=C(Nc1cc(C(F)(F)F)ccc1Cl)ON1CCCCC1
→ 106	103	92	·	93	107	103	·	124
> NS(=O)(=O)c1ccc(C(c2ccccc2)(c2ccccc2)c2ccccc2)cc1
→ 103	105	100	98	104	96	101	92	108
> O=C(NCCc1c[nH]c2ccccc12)c1cc(S(=O)(=O)NCCc2c[nH]c3ccccc23)c(O)c(O)c1O
→ 72	92	84	91	86	96	92	64	96
> Nc1ncc(-c2ccc(NS(=O)(=O)c3ccc(C(F)(F)F)cc3Cl)cc2)[nH]1
→ 87	96	86	100	108	96	83	81	98
> NS(=O)(=O)c1ccc(C(=O)N=Nc2c(O)[nH]c3c([N+](=O)[O-])cccc23)cc1
→ 98	106	92	108	107	104	99	99	99
> O=C1NCc2ccccc21
→ 104	104	106	103	113	106	104	100	103
> O=C(N/N=C/c1ccccc1Cl)c1cccc2ccccc12
→ 98	105	83	105	110	97	108	104	100
> CCOC(=O)c1cn[nH]c1N
→ 101	95	108	81	92	101	·	99	95
> CC1(C)NC(=S)NC1=S
→ 108&96	107&103	98&91	108&110	103&112	111&102	100&98	105&113	109&104
> COc1ccc(N=NC(C#N)C(N)=O)cc1 (configuration not stated)
→ 104	111	96	114	101	88	99	106	103
> CC(=O)CCC(C#N)(C#N)C(C#N)(C#N)CCC(C)=O
→ 99	107	92	104	96	101	106	98	107
> CCOC(=O)N1CCC2(CC1)NC(=O)c1ccccc1N2N=O
→ 100	103	77	109	114	101	100	101	104
> O=C(N/N=C/c1ccccc1)C(Oc1ccccc1)c1ccccc1 (configuration not stated)
→ 95	96	84	100	97	85	94	97	94
> C=CCn1cc(-c2nc3ccccc3s2)c2cc(-c3ccc4c5c(cccc35)C(=O)OC4=O)ccc21
→ 102	99	74	104	102	97	106	97	90
> Cc1cc(-c2cc(C)c(N)c(S(=O)(=O)O)c2)cc(S(=O)(=O)O)c1N
→ 97	104	93	101	106	101	96	101	101
> Cc1cc(-c2ccc(Cl)cc2)n(Cc2nnc(SCC(=O)Nc3ccc(S(N)(=O)=O)cc3)n2C2CCCCC2)n1
→ 98	107	118	108	110	108	103	113	98
> CCCCC(CC)COC(=O)CC(C(=O)OCC(CC)CCCC)S(=O)(=O)O (configuration not stated)
→ 100	102	83	97	104	113	103	116	91

# Laid out differently: entries from further up
smiles	SNB-19	SW-620	SNB-75	HT29	HCC-2998	KM12	SF-539	SF-268	SF-295
NS(=O)(=O)c1ccc(C(=O)N=Nc2c(O)[nH]c3c([N+](=O)[O-])cccc23)cc1	98	106	92	108	107	104	99	99	99
O=C1NCc2ccccc21	104	104	106	103	113	106	104	100	103
O=C(N/N=C/c1ccccc1Cl)c1cccc2ccccc12	98	105	83	105	110	97	108	104	100
CCOC(=O)c1cn[nH]c1N	101	95	108	81	92	101	·	99	95
CC1(C)NC(=S)NC1=S	108&96	107&103	98&91	108&110	103&112	111&102	100&98	105&113	109&104

# Screening data from PubChem.
